From PubChem BioAssay
influenza NS1A – H1N1 influenza NS1A inhibitors, functional cell based assay (AID 504329); inhibition, % at 12.5 µM, or IC50 in µM where a hit was titrated; 340,000 compounds, 0.3% hits; NS1A functional cell-based assay, percent inhibition; higher % means a stronger effect; in the data active = a potency from the dose series; inconclusive = inhibition above about 27% without an active follow-up result; also: strong numbers were not always called active
inhibitors of VEEV – inhibitors of VEEV TC-83 cytopathic effect, confirmation, Vero cells (AID 588727) | one-dose inhibition, % at 20 µM; IC50 in µM for titrated hits | Vero cells, VEEV TC-83 cytopathic effect inhibition; higher % means a stronger effect | 350,000 compounds, 0.13% hits; in the data active = a potency from the dose series; inconclusive = inhibition mostly from about 14% at the one dose, without a potency; inactive = the rest, 99 in 100 with inhibition below about 12%; also: strong numbers were not always called active
H37Rv inhibition – M. tuberculosis growth inhibition, HTS (AID 449762); 330,000 compounds, 0.59% hits; M. tuberculosis H37Rv growth inhibition, 7H9 media; higher % means a stronger effect; inhibition, % at 25 µM; hits with a dose series show IC50 in µM; in the data active = a potency from the dose series; inconclusive = inhibition above about 70% without an active follow-up result;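 also: bacterial growth assessed after seven days of incubation; strong numbers were not always called active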
M. tuberculosis – growth inhibition of non-replicating M. tuberculosis (AID 488890). Mycobacterium tuberculosis non-replicating, growth inhibition; higher % means a stronger effect. one-dose inhibition, % at 25 µM; IC50 in µM for titrated hits. 320,000 compounds, 0.39% hits; in the data active = a potency from the dose series; inconclusive = inhibition mostly from about 82% at the one dose, without a potency; inactive = the rest, 99 in 100 with inhibition below about 76%;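 also: plate controls were DMSO cells for no effect and high antibiotic wells for full effect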
PhoP GFP inhibition – Inhibition of PhoP regulon, Salmonella typhi GFP reporter cells, confirmation, 4 h (AID 1850) | Salmonella Typhi PhoP-promoter GFP reporter, fluorescence, 4 h; higher % means a stronger effect | inhibition, % at 50 µM; hits with a dose series show IC50 in µM | 310,000 compounds, 0.33% hits; in the data active = a potency from the dose series; inconclusive = inhibition mostly from about 25% at the one dose, without a potency; inactive = the rest, 99 in 100 with inhibition below about 19%;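 also: 0% = induced wells with vehicle and 100% = uninduced wells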
inhibitors of VEEV 10K pilot screen – recorded beside inhibitors of VEEV, whose call it bears; inhibition, %; measured here: 10K pilot screen inhibition
Starred values were filed as active, the others as inactive; i = inactive; ? = inconclusive; . = not tested or not shown.

SMILES | influenza NS1A | inhibitors of VEEV | H37Rv inhibition | M. tuberculosis | PhoP GFP inhibition | others
Cc1ccc(N2CC(C(=O)Nc3nnc(SCC(=O)Nc4nc(C)cs4)s3)CC2=O)cc1 (stereo not given) | 16% | 0.3% | -2% | 22% | 0%
Cc1nc(-c2ccccn2)nc(SCC(=O)c2ccc(F)cc2)c1Cl | 2% | 7.8% | ? | ? | 6%
COc1ccc2cc3cc(C(=O)N(C)C4CCCCC4)oc3nc2c1 | -2% | 12% | 57% | 67% | -3%
O=C(Nc1ccccc1C(=O)N1CCCCC1)c1cccs1 | -8% | 0.5% | -1% | 5% | 2%
O=C(O)/C(=C\c1cccc(O)c1)c1ccc(S(=O)(=O)N2CCCC2)s1 | -2% | 0.4% | -10% | -7% | .
CC(C)C(=O)Nc1cccc(C(=O)NCc2ccc(S(N)(=O)=O)cc2)c1 | 4% | 0.5% | -2% | -2% | 13%
CC12C=CC(=O)C=C1CCC1C2C(=O)C[C@@]2(C)C1CCC2(O)C(=O)CO (stereo not given in full) | -18% | 0.7% | 6% | 4% | 10%
CCCCNC(=O)CCn1nc(-c2ccccc2)c2ccccc2c1=O | -2% | 0.4% | -6% | -1% | -11%
COc1ccc(NC(C)=O)cc1NC(=O)c1ccc2ccccc2c1 | -8% | 9.4% | 2% | 28% | -11%
COc1ccccc1C(=O)Nc1ccccc1SC(=O)c1ccccc1OC | 0% | 8.8% | 6% | 20% | -6%
Cc1cccc(N2CCN(C(=S)Nc3ccc4nc(N5CCN(C)CC5)cc(C)c4c3)CC2)c1C | -3% | ? | . | . | .
CN(C)C(=O)CCCc1nc(-c2ccc(Cl)cc2)no1 | 0% | i | . | . | 5%
COc1cccc(C(=O)NCCS(=O)(=O)NCCc2ccc(OC)c(OC)c2)c1 | -17% | 1.4% | -1% | 8% | 2%
CCC(OC(=O)C1=Cc2ccccc2OC1)C(=O)NC1CCCC1 (stereo not given) | -1% | 0.3% | -9% | 6% | 0%
CSCCC(NS(=O)(=O)c1ccc2c(c1)oc(=O)n2C)C(=O)NC1CCCc2ccccc21 (stereo not given) | -3% | i | -7% | 7% | -8%
CCN(CC)S(=O)(=O)c1ccc(NC(=S)NC(=O)C(C)C)cc1 | -1% | 4.3% | -14% | -20% | 17%
CN(C(=O)c1cnc2n(c1=O)CCS2)C1CCCCC1 | -38% | 1.4% | -1% | -13% | -7% | inhibitors of VEEV 10K pilot screen=1.4
CCC(C(=O)NCCCN1CCN(CC)CC1)n1nc(C)n2c(cc3occc32)c1=O (stereo not given) | -3% | 2.1% | -2% | -2% | -3%
O=C(CCS(=O)(=O)c1ccc(Cl)cc1)N1CCN(c2ccccc2F)CC1 | -5% | 4.1% | -4% | 7% | 3%
C[C@H]1CN=C(N(C)C)N1CC1CCCC1 | 6% | i | 3% | 4% | -3% | inhibitors of VEEV 10K pilot screen=0.5
COc1ccc(OC)c(CCNC(=O)CN2C(=O)CC(C)(C)S(=O)(=O)c3ccccc32)c1 | -2% | 0.6% | -6% | 22% | -15%
COCCCn1cnc2oc3nc4ccccc4nc3c2c1=O | -8% | 2.9% | -8% | -11% | -18%
CCc1nn(CC(=O)NCCCN2CCN(CC)CC2)c(=O)c2cc3occc3n12 | -3% | 0.9% | -2% | -9% | 8%
CCOC(=O)N1CCC(NCc2c(C(=O)N(C)Cc3ccccc3)nc3ccccn23)CC1 | 5% | i | -1% | 4% | -6%
CCCCNC1=CC(=O)C(=O)c2ccccc21 | -2% | 0.7% | 14% | 41% | 14µM*
CCOc1ccc(C(C)NC(=O)c2ccccc2F)cc1 (stereo not given) | 2% | 0.6% | -6% | 77% | -4%
COc1ccccc1/C=N/NC(=O)C(NC(=O)c1ccccc1)=C(C)C | 10% | 7.5% | -4% | -4% | 10%
CSCCC(NC(=O)c1ccc(=O)n(C)n1)c1nc2ccccc2[nH]1 (stereo not given) | 7% | 2.4% | -3% | -3% | -3%
COc1ccc(Br)cc1S(=O)(=O)N1CCN=C1c1ccccc1 | 11% | 5.1% | -16% | . | -5%
Cc1ccc(CC2CC(=O)N(c3cc(Cl)ccn3)C2=O)cc1 (stereo not given) | 9% | 0.2% | 8% | -1% | 1%
CCc1ccc(OC(C)C(=O)Nc2ccc(S(=O)(=O)Nc3cc(C)on3)cc2)cc1 (stereo not given) | -12% | 2.8% | -6% | 22% | -17%
O=C(COC(=O)c1ccc(OC(F)F)cc1)NCc1cccs1 | -15% | 2.9% | -4% | 32% | .
CC(C)OCCCNC(=O)c1ccc(CS(=O)(=O)Cc2ccccc2F)o1 | 2% | 4.3% | -11% | 10% | 4% | inhibitors of VEEV 10K pilot screen=1.1
CC1=C(C)CC(C(=O)c2ccccc2)C(C(=O)O)C1 (stereo not given) | 0% | 1.0% | 1% | 5% | 4%
Cc1sc2ncnc(N3CCC(C(=O)N(C)CC(=O)Nc4ccccc4Br)CC3)c2c1C | -7% | 9.1% | 10% | 15% | -12%
Nc1nnc(SCc2ccccc2F)s1 | -5% | i | 15% | 11% | 3%
Cc1ccccc1S(=O)(=O)N1C[C@H]2CON(C)[C@H]2C[C@H]1c1cccc(-c2ccccc2)c1 | -3% | i | . | . | .
O=C(COC(=O)Cn1cnc2ccccc2c1=O)NCCC1=CCCCC1 | -14% | i | -7% | 4% | -2%
CC(C)(CO)NCC(O)COc1ccc2c(c1)CCC2 (stereo not given) | -4% | i | 2% | 0% | -1%
CCCSc1ncc(Cl)c(C(=O)Nc2ccc(S(=O)(=O)Nc3ncccn3)cc2)n1 | -2% | 1.1% | -1% | -2% | -1%
CCn1ncc(Br)c1C(=O)Nc1cc([N+](=O)[O-])ccc1C | -5% | i | 11% | -9% | 0%
O=C1c2ccccc2C(=O)N1Cc1cc(-c2ccc(Cl)cc2)no1 | -2% | i | 2% | -6% | -6%
CSc1nc(N(C)C)nc(N2CC(=O)N(CCNS(=O)(=O)c3ccc(C)cc3)C2=N)n1 | -3% | 0.8% | 5% | -11% | -5%
C[C@H](CO)N1C[C@H](C)[C@@H](CN(C)S(=O)(=O)c2ccc(F)cc2)Oc2ccc(NC(=O)NC3CCCCC3)cc2C1=O | -7% | 4.5% | -7% | 50% | .
O=c1c2ccccc2nc2n1-c1ccccc1CCC2 | 1% | i | 1% | 0% | -2%
CCc1ccc(C(=O)Nc2cc3c(cc2Cl)OCCCO3)cc1 | 2% | 0.7% | 30% | . | 0% | inhibitors of VEEV 10K pilot screen=1.1
CCOC(=O)c1cc(CC)sc1NC(=O)COC(=O)c1cc[n+]([O-])cc1 | 3% | 0.7% | -5% | 3% | -4%
C[C@]12CC[C@@H]3c4ccc(O[C@@H]5O[C@H](C(=O)O)[C@@H](O)[C@H](O)[C@H]5O)cc4CC[C@H]3[C@@H]1C[C@@H](O)[C@@H]2O | 2% | 0.1% | 8% | 9% | 1%
O=C(Nc1ccc(-c2nc3ccccc3s2)c(OC(=O)c2ccccc2)c1)c1ccccc1 | 1% | 0.3% | 12% | 3% | -2%
O=C(CCN1C(=O)C2CCCCC2C1=O)Nc1ccc(Br)cc1F (stereo not given) | -1% | i | -6% | 8% | 4%
Following part:
SMILES | influenza NS1A | inhibitors of VEEV | H37Rv inhibition | M. tuberculosis | PhoP GFP inhibition | others
O=C(NC1CCCC1)C(c1cccnc1)N(Cc1ccccc1)C(=O)c1csnn1 (stereo not given) | 5% | 0.4% | -1% | 0% | -14%
C=CCNC(=O)c1ccc(CN(c2ccc(OCC)cc2)S(=O)(=O)c2ccc(C)cc2)cc1 | -6% | i | -10% | 18% | -2%
O=c1[nH]c(=S)[nH]cc1Oc1ccccc1 | 0% | 0.3% | . | . | .
Cc1cccc(CNC(=O)c2ccc3nc(Cc4ccccc4F)oc3c2)n1 | -2% | 11% | 4% | 64% | 7%
COc1cccc(/C=C/C(=O)c2ccc3c(c2)OCO3)c1OC | 3% | >25µM* | ? | 49% | .
Cc1ccc(Cl)cc1N1CCN(CC(=O)Nc2ccc(CN3CCCCC3)cc2)CC1 | -5% | 9.0% | 69% | 62% | 4%
CN1CC[C@@]2(C)c3cc(O)ccc3N(C)C2O1 (stereo not given in full) | 2% | i | 13% | 24% | -21%
O=C1N=C(N2CCN(c3cccc4ccccc34)CC2)S/C1=C/c1cccs1 | 10% | 3.3% | 48% | 43% | 1%
CCn1cc(S(=O)(=O)CC(=O)Nc2ccc(C)cc2)c2ccccc21 | -1% | 7.7% | 4% | 21% | -4%
O=C(COc1ccc(F)cc1Br)NCC1COc2ccccc2O1 (stereo not given) | -16% | 6.5% | 8% | 42% | .
COc1cc([N+](=O)[O-])ccc1NC(=O)CSc1nccn1C | 8% | 1.1% | 1% | -6% | -6%
N/C(=N\OC(=O)COc1ccc2ccccc2c1)c1ccncc1 | 3% | 2.6% | 12% | 23% | -2%
Cc1nccc(-c2cccc(NC(=O)Nc3ccc(Cl)cc3)c2)n1 | 3% | 7.6% | -2% | -14% | 2%
C/C(=N/NS(=O)(=O)c1ccc(C)c(C)c1)c1ccncc1 | -5% | 2.6% | -1% | 7% | 9%
CC(C)Cc1ccc(CN2CCCC(NC(=O)CCN3CCCCC3=O)C2)cc1 (stereo not given) | 5% | 3.5% | -4% | 24% | 4%
O=C1NCN(C2CCCCC2)CN1 | 0% | 4.3% | . | . | .
CC1CCN(CC(=O)n2c3c(c4ccccc42)CCCC3)CC1 | 9% | 0.5% | 0% | 4% | 21%
COC(=O)c1sc2ccccc2c1NC(=O)c1cccs1 | -7% | i | ? | 33% | -12%
COc1ccc(S(=O)(=O)NCC(c2ccc3c(c2)OCO3)N2CCN(c3ccccc3)CC2)cc1 (stereo not given) | 3% | 1.9% | -2% | -3% | 7%
O=C(COC(=O)CNC(=O)c1ccco1)NCCN1C(=O)CSC1=O | -24% | i | -16% | -1% | -14%

The final two entries of the part above open the next one:
SMILES | influenza NS1A | inhibitors of VEEV | H37Rv inhibition | M. tuberculosis | PhoP GFP inhibition | others
COc1ccc(S(=O)(=O)NCC(c2ccc3c(c2)OCO3)N2CCN(c3ccccc3)CC2)cc1 (stereo not given) | 3% | 1.9% | -2% | -3% | 7%
O=C(COC(=O)CNC(=O)c1ccco1)NCCN1C(=O)CSC1=O | -24% | i | -16% | -1% | -14%
Cc1ccnc(NS(=O)(=O)c2ccc(NC(=O)C3CCCNC3=O)cc2)n1 (stereo not given) | 2% | 1.2% | -1% | -8% | 4%
Cc1cccc(NC(=O)CSc2nnc(-c3n[nH]c4ccccc34)o2)c1 | 1% | 7.5% | -1% | 38% | 6%
Cc1cc2occ(CC(=O)NNC(=O)c3ccccc3F)c2cc1C | -1% | 3.4% | -4% | -4% | -4%
COc1cccc(-c2nc(-c3ccc(C(=O)O)cc3)no2)c1 | 6% | 0.5% | 1% | 41% | -11% | inhibitors of VEEV 10K pilot screen=2.8
O=C1CC(NCC2CCCO2)C(=O)N1c1ccc(Cl)cc1 (stereo not given) | 0% | 0.2% | 7% | 9% | 10%
Cc1cc(N2CCN(C)CC2)nc2ccc(NC(=S)N3CCN(c4ccc(F)cc4)CC3)cc12 | 24% | 12% | 11% | 33% | 3%
Cc1cc2c(cc1S(=O)(=O)N1CCN(c3ccccc3F)CC1)OCC(=O)N2 | -6% | 4.5% | 4% | -16% | -12%
COc1cc(C)ccc1OCc1cc(C(=O)NCCN2CCCC(O)C2)no1 (stereo not given) | 0% | 0.7% | -1% | -5% | -3%
O=[N+]([O-])c1ccc2nc(NS(=O)(=O)c3ccc(Cl)cc3)sc2c1 | -2% | 5.1% | -6% | 27% | 4%
O=C(CCCc1ccccc1)NCc1ccccc1 | . | . | -3% | 46% | 3%
CCOC(=O)c1c(NC(=O)/C=C/c2ccc(C)o2)sc(C)c1C | -9% | 0.2% | 6% | 10% | 3%

5 compounds from above, sorted by count of non-hydrogen atoms, largest number first:
SMILES | influenza NS1A | inhibitors of VEEV | H37Rv inhibition | M. tuberculosis | PhoP GFP inhibition | others
Cc1cc2c(cc1S(=O)(=O)N1CCN(c3ccccc3F)CC1)OCC(=O)N2 | -6% | 4.5% | 4% | -16% | -12%
Cc1ccnc(NS(=O)(=O)c2ccc(NC(=O)C3CCCNC3=O)cc2)n1 (stereo not given) | 2% | 1.2% | -1% | -8% | 4%
Cc1cc2occ(CC(=O)NNC(=O)c3ccccc3F)c2cc1C | -1% | 3.4% | -4% | -4% | -4%
O=[N+]([O-])c1ccc2nc(NS(=O)(=O)c3ccc(Cl)cc3)sc2c1 | -2% | 5.1% | -6% | 27% | 4%
COc1cccc(-c2nc(-c3ccc(C(=O)O)cc3)no2)c1 | 6% | 0.5% | 1% | 41% | -11% | inhibitors of VEEV 10K pilot screen=2.8
